Compound activity: PubChem, National Center for Advancing Translational Sciences (NCATS)
DT40 TDP1 CPT: DT40-hTDP1 cell growth loss with CPT | chicken DT40 Tdp1-/-;hTDP1 cells + 20 nM CPT, ATP luminescence, 48 h | Potency, µM (doses to about 46.2 µM), inactives show top-dose activity change, negative = growth inhibition, hits mostly inhibitors | 420,000 compounds, 12% hits; active means well fitted inhibition curve with a large enough effect; inconclusive means small, poorly fitted or top-dose-only effect; further: nearly all actives have a fitted effect of over 55% in size
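Chicken DT40 Tdp1-/- cells complemented with human TDP1, 400 cells/well, exposed to compounds plus 20 nM camptothecin for at least 48 h at 37 C; viability read as ATP content by CellTiter-Glo luminescence.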
Starred values were filed as active, the others as inactive; u = inconclusive; [ ] = another dose, or the depositor's remark. On the % scale 0 is the no-effect control and ±100 the full control effect; potency means the concentration at half of the fitted maximal effect.

SMILES	DT40 TDP1 CPT
C[C@H]1CN([C@@H](C)CO)C(=O)CCCn2cc(nn2)CO[C@@H]1CN(C)C(=O)Nc1cccc(F)c1	3%
C=CCNc1ncnc2c1ncn2[C@H]1CN(CCN2CCOCC2)C[C@@H](CO)O1	-3%
CC1=C(C(=O)N(C)C)CC(CC(=O)NC2CC2)C(=O)N1CCC1=CCCCC1 (stereo not given)	-12%
CC1(C(=O)Nc2ccc3c(c2)OCCO3)CCC(=O)N1C1CCN(Cc2ccccc2)CC1 (stereo not given)	7%
CCC(Sc1nc2ccsc2c(=O)n1Cc1ccc(C(=O)O)cc1)C(=O)Nc1ccc(Cl)cc1 (stereo not given)	u
COC(=O)/C=C1\OCc2ccccc21	14%
Cn1c(=O)c2cc(NC(=O)NCCc3ccccc3)ccc2n1Cc1cccc(C(F)(F)F)c1	u
CSc1ccccc1NC(=O)CN(C)C(=O)CNC(=O)c1ccc(Oc2ccccc2)cc1	u
COc1ccccc1C(NC(=O)C1CCN(CCOc2ccc(Cl)cc2Cl)CC1)c1ccccn1 (stereo not given)	u
CCCCN(C(=O)c1cccc(-n2cnnn2)c1)c1c(N)n(CCCC)c(=O)[nH]c1=O	4%
COc1ccc(C(=O)Nc2ccccc2CCC2CCCCN2C)cc1 (stereo not given)	15%
Cc1ccc(F)c(S(=O)(=O)NC(=O)C2(C)CCN2C(=O)CC(c2ccccc2)c2ccccc2)c1 (stereo not given)	u
CCCCCCN1C[C@H](O)[C@@H](n2cc(COC(=O)c3ccccc3)nn2)C[C@@H]1c1ccccc1	-25%
O=C(Nc1ccccc1Cl)c1cc(C2CCCCN2S(=O)(=O)c2ccccc2)on1 (stereo not given)	u
Cc1ccc(S(=O)(=O)N(C)C[C@H]2OCc3cn(nn3)CCCC(=O)N([C@H](C)CO)C[C@@H]2C)cc1	3%
COc1ccc2c(c1)-c1nc(-n3ncc(C(=O)N(C)C(C)c4ccon4)c3C3CC3)ncc1CC2 (stereo not given)	-20%[9.04 µM]
COc1cc(CCN=Cc2ccccc2O)c([N+](=O)[O-])cc1OC	10%
CCCc1c(C(=O)N/N=C/c2ccc(OCc3ccc(F)cc3)cc2)nnn1-c1nonc1N	-5%
COCc1cc(=O)n2[nH]c(C)c(-c3ccc(Cl)cc3)c2n1	13µM*
CC(=O)c1ccc(Nc2nc(C(C)N)cs2)cc1 (stereo not given)	4%
COc1cc(F)ccc1-c1csc(C(NC(C)=O)c2cccc(F)c2)n1 (stereo not given)	u
C[C@@H]1CN([C@@H](C)CO)C(=O)CCCn2nncc2CO[C@H]1CN(C)C(=O)C1CCCCC1	0%
COc1ccccc1-c1csc(C(NC(C)=O)c2cccc(F)c2)n1 (stereo not given)	-26%
COC(=O)N(C)C[C@@H]1OCc2cnnn2CCCC(=O)N([C@H](C)CO)C[C@@H]1C	-1%
CN1CCOc2c1cnn(CCO)c2=O	-6%

A few values from the results shown.
Result of C[C@@H]1CN([C@@H](C)CO)C(=O)CCCn2nncc2CO[C@H]1CN(C)C(=O)C1CCCCC1 in DT40 TDP1 CPT: 0%
Result of COc1ccc(C(=O)Nc2ccccc2CCC2CCCCN2C)cc1 (stereo not given) in DT40 TDP1 CPT: 15%
Result of CCCc1c(C(=O)N/N=C/c2ccc(OCc3ccc(F)cc3)cc2)nnn1-c1nonc1N in DT40 TDP1 CPT: -5%

The list goes on.
SMILES	DT40 TDP1 CPT
OC1(c2cccnc2)CCN(Cc2ccc3c(c2)CN(Cc2ccsc2)CCO3)CC1	9%[9.04 µM]
Cc1ccc(S(=O)c2ccc([N+](=O)[O-])c3nonc23)cc1 (stereo not given)	2.6µM*
Cc1ccc(S(=O)(=O)NCCCCCCNS(=O)(=O)c2ccc(C)cc2)cc1	u
CSc1ccc(CN2CCC(C)(Oc3ccc(-n4ccnc4)cc3)C2)cc1 (stereo not given)	18µM*
CC(=O)Nc1ccc(/C=N/NC(=O)CC2CCCCC2)cc1	u
CC1(C(=O)NS(=O)(=O)c2cccc(Cl)c2)CCN1C(=O)c1cccc(F)c1 (stereo not given)	-4%
C[C@H](CO)N1C[C@H](C)[C@H](CN(C)C(=O)Nc2cccc3ccccc23)OCc2cnnn2CCCC1=O	5%
COc1cc(/C=C/C(=O)N2CCN(CC(=O)N3CCCC3)CC2)cc(OC)c1OC	19%
CCCNC(=O)c1cc(C2CCCN(C(=O)c3ccccc3)C2)on1 (stereo not given)	4%
COCCCN1C(=O)C(CC(=O)NC2CCCCC2)CC(C(=O)N2CCCCCC2)=C1C (stereo not given)	18%
Cn1cc([C@]2(O)C(=O)N(c3ccccc3)c3ccccc32)c2ccccc21	u
COc1ccc(NC(=O)C2Cc3c(-c4ccccc4Oc4ccccc4)ccnc3O2)cn1 (stereo not given)	15µM*
O=C(Cc1cc(C(F)(F)F)cc(C(F)(F)F)c1)Nc1c(-c2ccccc2)[nH][nH]c1=O	-3%
CCCCN(CCCNC(=O)c1ccc2c(c1)NC(=O)CN2C)c1ccccc1	u
Clc1cc(Cl)c(OCC#CI)cc1Cl	1.7µM*
Cc1ncc2c(c1CNC(=O)c1ccc3c(c1)OCO3)CCN(C(=O)c1csc3c1CCCC3)C2	-4%[9.04 µM]
CC1(c2nnnn2Cc2ccccc2)CCC(=O)N1CCc1ccc(O)cc1 (stereo not given)	-7%
COc1cc(/C=C/CNC[C@H]2O[C@@H](n3cnc4c(N)ncnc43)[C@H](O)[C@@H]2O)ccc1O	-30%
O=C(CCNS(=O)(=O)c1ccc(F)cc1)N1CCN(c2ncccn2)CC1	-12%
Cc1cc(C(=O)COc2ccc(Br)cc2F)c(C)n1CC1CCCO1 (stereo not given)	-22%
CC(C)(C)c1ccc(S(=O)(=O)NC(=O)C2(C)CCN2C(=O)Cc2cc(F)ccc2F)cc1 (stereo not given)	-5%
O=C(CN1CCCC1)Nc1nc(-c2ccc(Cl)cc2)cs1	26µM*
CC1(C(=O)NS(=O)(=O)Cc2ccccc2C(F)(F)F)CCN1C(=O)C/C=C/c1ccccc1 (stereo not given)	u
COc1cc(NC(=O)Nc2nnc([C@@H]3C[C@H](O)[C@@H](CO)O3)s2)cc(OC)c1OC	-22%
C#CCN(C[C@H]1[C@H](OC(=O)Nc2c(C)noc2C)[C@H](OC(=O)Nc2c(C)noc2C)C[C@@H](C(=O)OC)[C@H]1C(=O)OC)S(=O)(=O)c1ccc(C)cc1	21µM*

Gathered by group, the compounds so far containing a CF3 group.
SMILES	DT40 TDP1 CPT
Cn1c(=O)c2cc(NC(=O)NCCc3ccccc3)ccc2n1Cc1cccc(C(F)(F)F)c1	u
O=C(Cc1cc(C(F)(F)F)cc(C(F)(F)F)c1)Nc1c(-c2ccccc2)[nH][nH]c1=O	-3%
CC1(C(=O)NS(=O)(=O)Cc2ccccc2C(F)(F)F)CCN1C(=O)C/C=C/c1ccccc1 (stereo not given)	u

4 entries drawn at random from the list so far, as already listed:
SMILES	DT40 TDP1 CPT
OC1(c2cccnc2)CCN(Cc2ccc3c(c2)CN(Cc2ccsc2)CCO3)CC1	9%[9.04 µM]
CC(C)(C)c1ccc(S(=O)(=O)NC(=O)C2(C)CCN2C(=O)Cc2cc(F)ccc2F)cc1 (stereo not given)	-5%
Cc1ncc2c(c1CNC(=O)c1ccc3c(c1)OCO3)CCN(C(=O)c1csc3c1CCCC3)C2	-4%[9.04 µM]
CC(=O)Nc1ccc(/C=N/NC(=O)CC2CCCCC2)cc1	u

Remaining list, next part:
SMILES	DT40 TDP1 CPT
O=S(=O)(NCCS(=O)(=O)N1CCN(c2ccc(F)cc2)CC1)c1ccc(F)cc1	-17%
CCCCCC1Nc2cc(C(F)(F)F)c(S(N)(=O)=O)cc2S(=O)(=O)N1 (stereo not given)	-1%
COc1ccc(CNC(=O)/C=C/[C@H]2O[C@@H](n3cnc4c(NC(=O)c5ccccc5)ncnc43)[C@H](O)[C@@H]2O)cc1	-4%
CC1=C2CCCC[C@@]23C2C(=O)N(C)C(=O)[C@@H]2ON3OC1 (stereo not given in full)	19%
C#CCN(C[C@@H]1[C@@H](OC(=O)NCc2ccco2)[C@@H](OC(=O)NCc2ccco2)Cn2c(=O)ccc(=O)n21)S(=O)(=O)c1ccc(C)cc1	4.6µM*
Cc1noc(C)c1S(=O)(=O)N1CCCCC1c1cc(C(=O)Nc2cccc3c2CCCC3)no1 (stereo not given)	u
CO[C@@H]1CN(C)C(=O)c2cc(NC(=O)Nc3ccc(Cl)cc3)ccc2OC[C@H](C)NC[C@H]1C	-1%
Cc1ccc(OCc2nc3ccccc3n2C(C(=O)Nc2c(C)cccc2C)C2CC2)cc1 (stereo not given)	u
Cc1ccc(Cc2c(-c3ccco3)nc3c(C)cc(Br)cn23)cc1	3.7µM*
Cc1ccsc1C(=O)N1CCC1(C)C(=O)NCc1cccc2ccccc12 (stereo not given)	u
CCCCCCCCCCCCCC(=O)OC(C)C	3%
OC[C@@H]1CN(Cc2cccs2)C[C@H](n2cnc3c(NCc4ccc(F)cc4)ncnc32)O1	u
COC(=O)C1CCCCN1Cc1nc(N(C)C)c2ccccc2n1 (stereo not given)	5%[9.04 µM]
Cc1ccc2nc3n(c(=O)c2c1)-c1cc2ccccc2cc1C(=O)NC3Cc1ccc(O)cc1 (stereo not given)	-8%
CCc1nc2c(OCc3cc(Cl)cc(Cl)c3)cccn2c1N(C)C(=O)c1ccccc1F	u
Cc1cccc(CN2CCC(n3nccc3NC(=O)CCCc3ccccc3)CC2)c1	u
COc1ccccc1S(=O)(=O)N(C)C[C@H]1OCc2cn(nn2)CCCC(=O)N([C@H](C)CO)C[C@@H]1C	0%
CCCCOCCCNC(=O)C[C@@H]1C[C@@]2(C(=O)OCC)CCCC=C2N(Cc2ccc3c(c2)OCO3)C1=O	6.5µM*
COc1cccc(C(=O)N2C(C(C)C)COc3cc(Br)ccc3S2(=O)=O)c1 (stereo not given)	26µM*
O=C(c1ccco1)N1CCN(C2CN(Cc3cn(Cc4ccccc4C(F)(F)F)nn3)S(=O)(=O)C2)CC1 (stereo not given)	2%
N#Cc1ccc(Nc2nc(-c3ccccc3)c(C(=O)c3ccccc3)s2)cc1	18µM*
COc1cccc(NC(=O)C2(C)CCN2C(=O)CC2CCCC2)c1 (stereo not given)	u
OC(c1ccccc1)(c1nc(-c2ccc(F)c(Cl)c2)cs1)C(F)(F)F (stereo not given)	u
C[C@@H](c1ccccc1)N1C[C@@H](COCc2ccccc2)Oc2cc(N3CC[C@H](O)C3)ccc2S1(=O)=O	u
CCCCNC(=O)C[C@@H]1C[C@@]2(C(=O)OCC)CCCC=C2N(CCC2=CCCCC2)C1=O	8.2µM*

The list continues:
SMILES	DT40 TDP1 CPT
Cn1cc(C(=O)[C@@H]2CCc3nc[nH]c3C2)c2ccccc21	-11%
CC1(C(=O)NS(=O)(=O)Cc2ccccc2)CCN1C(=O)Cc1ccccc1Cl (stereo not given)	-5%
Cc1cnc(C)c(-c2cccc3c2OC(CNC(=O)C[C@@H]2C[C@@H](C)NC(=S)N2)C3)n1 (stereo not given in full)	2%[9.04 µM]
NC(Cc1ccccc1)c1csc(Nc2ccc(C(=O)c3ccccc3)cc2)n1 (stereo not given)	15µM*
O=S1(=O)C[C@H](N2CCC[C@@H]2CO)[C@@H](COCc2ccccc2)N1	0%
CCCCC1(CC(=O)OCC)SCCN1C(N)=O (stereo not given)	1%
Cc1noc(C)c1NC(=O)N(C)C[C@@H]1Oc2cc(Br)ccc2S(=O)(=O)N([C@H](C)CO)C[C@@H]1C	8%
COc1ccccc1CNc1nc(NCc2ccc(C(C)C)cc2)c2sccc2n1	9.2µM*
COCC(=O)Nc1cc(C(=O)NC2CCc3ccccc32)c2c(c1)nc(-c1ccncc1)n2C (stereo not given)	-3%[9.04 µM]
CSc1ccc(Cn2c(C)c(C(=O)NCc3ccc(F)cc3)sc2=O)cc1	23µM*
COC(=O)[C@@]12C[C@@H](CC(=O)N3CCSCC3)C(=O)N(Cc3cccc4ccccc34)C1=CCC(C)(C)C2	u
NC(=O)Oc1ccc(Cc2ccccc2)cc1	-25%
CN(C)c1ccc(NC(=S)Nc2ccc3c(c2)c(=O)n(C)n3-c2ccc(C(C)(C)C)cc2)cc1	21µM*
CCOC(=O)[C@]12CCC=C1N(Cc1ccccc1)C(=O)[C@H](CC(=O)NCCc1ccccc1OC)C2	u
O=C([C@H]1O[C@@H](n2ccc(=O)[nH]c2=O)[C@H](O)[C@@H]1O)N1CCN(Cc2ccccn2)CC1	-4%
CN1C(=O)[C@H]2[C@@H](c3ccc(C(F)(F)F)cc3)N[C@]3(CCCN(Cc4ccc(F)cc4)C3=O)[C@H]2C1=O	9.2µM*
Cc1cc(Br)cn2c(Cc3ccsc3)c(C(C)(C)C)nc12	u
COc1cc(C=C2CN(C)C(=O)C2=O)ccc1O	15%
CC(=O)C[C@H]1SC[C@@H](C(C)C)N1S(=O)(=O)c1ccc(C)cc1	9.2µM*
COc1ccccc1CN1CCC(n2cc(C(=O)N3CCCCC3)nn2)CC1	-13%
Cc1cccc(NC(=O)c2cccc(S(=O)(=O)N(C)C3CCCCC3)c2)n1	u
Cc1ccc(S(=O)(=O)N(C)C)cc1NC(=O)C(C)OC(=O)CC1CC2CCC1C2 (stereo not given)	u
CCc1nc(NCC2CC2)c2nnn(Cc3ccccc3)c2n1	u
Cc1ccc(NC(=O)C2(C)CCN2C(C)C)cc1C (stereo not given)	-23%
Cc1cnc(SCCN2CCOCC2)nc1C1CCCN(C(=O)c2cccc3c(C)c(C)[nH]c23)C1 (stereo not given)	0%[9.04 µM]
OCCNc1ncnc2c1ncn2[C@H]1CN(Cc2cccs2)C[C@@H](CO)O1	-4%
CCc1nc2c(OCCOC)cccn2c1N(C)C(=O)c1ccco1	0%
COc1ccc(S(=O)(=O)N2CCC(C(=O)NN3CCCCC3)CC2)cc1	2%

In another format: entries from further up.
mol: Cc1noc(C)c1NC(=O)N(C)C[C@@H]1Oc2cc(Br)ccc2S(=O)(=O)N([C@H](C)CO)C[C@@H]1C
  DT40 TDP1 CPT: 8%
mol: COc1ccccc1CNc1nc(NCc2ccc(C(C)C)cc2)c2sccc2n1
  DT40 TDP1 CPT: 9.2µM*

A portion of the library; rates above refer to the full screens.
